Screens: PubChem BioAssay, several laboratories
sEH act: soluble epoxide hydrolase activators, primary screen, biochemical, human sEH. purified human sEH enzymatic activity, activator screen. activation, % at 2 µM. 0.04% of 91,000 active. AID 717, 2007; in the data active = activation above about 37%; also: values of inactives mirror those of a sister screen read the other way
Target sequence (P34913 whole entry, looked up): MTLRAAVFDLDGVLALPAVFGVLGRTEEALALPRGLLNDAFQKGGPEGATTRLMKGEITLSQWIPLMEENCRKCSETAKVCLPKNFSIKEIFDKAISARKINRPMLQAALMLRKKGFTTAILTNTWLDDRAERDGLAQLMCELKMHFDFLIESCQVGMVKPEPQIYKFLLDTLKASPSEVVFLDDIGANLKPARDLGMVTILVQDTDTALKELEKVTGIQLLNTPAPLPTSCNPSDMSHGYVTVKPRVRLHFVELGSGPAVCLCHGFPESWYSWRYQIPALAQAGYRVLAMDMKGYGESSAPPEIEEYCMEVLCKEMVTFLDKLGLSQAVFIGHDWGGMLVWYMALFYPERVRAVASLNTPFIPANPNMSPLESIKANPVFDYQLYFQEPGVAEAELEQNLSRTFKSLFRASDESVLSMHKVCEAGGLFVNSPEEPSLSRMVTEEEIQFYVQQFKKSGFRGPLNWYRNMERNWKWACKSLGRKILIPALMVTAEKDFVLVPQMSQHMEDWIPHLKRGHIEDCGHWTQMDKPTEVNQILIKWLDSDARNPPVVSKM
S1P2 antag: human S1P2 receptor antagonists, primary screen, cell-based | cell-based S1P2 antagonist assay, inhibition at 5 uM | inhibition, % at 5 µM | 0.21% of 97,000 active | AID 736, 2007; in the data active = inhibition above about 45%;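 also: CRE beta-lactamase reporter cells expressing human S1P2 stimulated with S1P; 0% = agonist at EC80 alone and 100% = agonist plus reference antagonist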
Target sequence (O95136 whole entry, looked up): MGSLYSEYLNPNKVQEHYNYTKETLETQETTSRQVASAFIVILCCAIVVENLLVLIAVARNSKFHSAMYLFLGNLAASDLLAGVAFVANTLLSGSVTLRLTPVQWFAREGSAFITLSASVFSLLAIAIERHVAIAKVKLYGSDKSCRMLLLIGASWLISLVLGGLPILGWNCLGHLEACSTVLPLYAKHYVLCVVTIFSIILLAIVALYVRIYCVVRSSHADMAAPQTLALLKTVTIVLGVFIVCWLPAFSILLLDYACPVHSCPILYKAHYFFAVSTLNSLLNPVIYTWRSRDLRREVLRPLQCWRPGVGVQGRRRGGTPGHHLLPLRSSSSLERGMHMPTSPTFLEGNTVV
S1P2 ag: S1P2 receptor agonists, primary screen, cell-based. activation, % at 4.5 µM. S1P2-expressing cell line, agonist reporter read-out. 0.46% of 97,000 active; in the data active = activation above about 16%;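 also: 0% = vehicle low control and 100% = maximal reference agonist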
LYP act: LYP phosphatase activators, primary screen, biochemical, DiFMUP fluorescence, 2 µM | AID 697, 2007 | Tyrosine-protein phosphatase non-receptor type 22 (Homo sapiens), Q9Y2R2 | recombinant LYP; 0 = plate median, 100 = signal doubled | activation, % at 2 µM | 0.11% of 96,000 active;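 active = activation at 2 µM above a set limit, the mean plus 5 SD, cut at about 37% in these data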
sEH inhibitor: soluble epoxide hydrolase inhibitors, primary screen, biochemical, human sEH | Bifunctional epoxide hydrolase 2 (Homo sapiens), P34913 | recombinant human sEH enzymatic activity assay | inhibition, % at 2 µM | 0.34% of 91,000 active | AID 707, 2007; in the data active = inhibition above about 80%; also: values of inactives mirror those of a sister screen read the other way; many of its hits are not listed in these tables
HUVEC inhibit: inhibitors of HUVEC proliferation, primary screen, cell-based, 384-well. CellTiter-Glo luminescence, 72 h; stronger effect = lower value. viability, % at 10 µM (by protocol). 1.1% of 86,000 active;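 active = viability at or below 30%; inactive = viability above 30%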;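 also: 100% = median luminescence of DMSO-only cell control wells on each plate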
H69AR growth 86K: proliferation blockers of H69AR lung cancer cells, primary screen, cell-based, human, 86K library; viability, % at 10 µM; H69AR lung tumor viability, ATP luminescence, 72 h; stronger effect = lower value; 6% of 85,000 active;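 active = viability at or below 40%; inactive = viability above 40%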;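 also: multidrug resistant small cell line overexpressing MRP-1 efflux transporter; 100% = mean luminescence of untreated control wells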
PostGolgi ctrl: growth inhibition of yeast control strain, primary screen, counter-screen for post-Golgi transport modulator project; efflux-deficient yeast background strain, growth absorbance A615, 16 h; inhibition, % at 10 µM; 5% of 98,000 active; AID 738, 2007; in the data active = inhibition above about 30%
Fibroblast inh: antiproliferative effect on LL 47 fibroblasts – human, LL 47 cells, CellTiter-Glo luminescence, primary screen; 1.1% of 85,000 active; viability, % at 10 µM; LL 47 human lung fibroblast viability, ATP luminescence; stronger effect = lower value; AID 719, 2007;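 active = viability at or below 50% in the single dose screen; inactive = viability above 50%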;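 also: compound exposure lasted 72 h before the ATP readout; 100% = median luminescence of untreated cell-only wells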
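Signal: luminescent ATP detection, CellTiter-Glo; assay system: LL 47 human lung fibroblasts; input: 1,150 cells/well; incubation: overnight cell rest, 72 h compound treatment at 37 °C; measure: % viability versus median cells-only luminescence; medium: IMEM growth medium with 15% fetal bovine serum; dosing: compound addition at 0.1% DMSO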
Active calls of the source: *; . = not tested or not shown. A portion of the library. The share of hits here may be higher or lower than overall.

molecule	sEH act	S1P2 antag	S1P2 ag	LYP act	sEH inhibitor	HUVEC inhibit	H69AR growth 86K	PostGolgi ctrl	Fibroblast inh
CCOC(=O)C1CCN(C(=O)COC(=O)COc2ccccc2OC)CC1	-1	9	-9	-6	1	106	89	3	104
Oc1ccc(/C=N/Nc2cccc3cccnc23)c(O)c1	-1	-15	-4	-5	1	.	.	19	.
Cc1ccc2cc(CN(Cc3ccco3)C(=O)NC3CCCCC3)c(=O)[nH]c2c1C	3	-27	-11	0	-4	88	84	.	94
CCOC(=O)c1cnc(SCc2nc(N)nc(Nc3ccc(OC)cc3)n2)nc1N	2	-22	-2	0	-4	111	43	4	87
CC(=O)c1cccc(NC(=O)Nc2cc3sccc3n2C)c1	.	.	.	.	.	99	92	-2	96
C=C(C)c1cccc(C(C)(C)NC(=O)N2CCCC(C(N)=O)C2)c1 (configuration not stated)	-4	7	-4	-1	6	110	94	7	98
CC12CC3(C)CC(C)(C1)CC(C(=O)NC1=NCCS1)(C2)C3	-1	21	-12	6	2	79	74	.	93
O=C(Nc1ccc2c(c1)nc1n2CCSC1)c1ccccc1	5	-26	-4	5	-4	90	65	3	85
c1ccc2c(c1)nc1sccn12	.	.	.	.	.	100	105	3	98
O=C1CC(c2ccccc2)n2nc(NC(=O)C3CCCO3)nc2N1 (configuration not stated)	2	1	-3	-6	-1	107	93	17	103
CC(C)(C)NC(=O)CN(Cc1cccs1)C(=O)CCC(=O)Nc1nccs1	-10	12	-2	-2	12	.	.	-8	.
O=C(CCSc1nc(-c2ccco2)cc(C(F)(F)F)n1)N1CCN(c2ccccn2)CC1	2	-10	2	0	-2	80	97	30*	100
COc1ccc(-n2nnnc2SCC(=O)Nc2ccccc2)cc1	-22	2	-6	-2	24	92	103	2	97
CCn1c(SC)nc(O)c(C(c2ccc(OC)c(O)c2)c2c(O)nc(SC)n(CC)c2=O)c1=O	-14	1	-3	-19	16	.	.	9	.
O=C(Nc1ccccc1C(=O)N1CCCC1)c1ccccc1	0	-9	-5	-5	0	93	101	.	103

Next records
molecule	sEH act	S1P2 antag	S1P2 ag	LYP act	sEH inhibitor	HUVEC inhibit	H69AR growth 86K	PostGolgi ctrl	Fibroblast inh
CSCCC(NC(=O)C1CCC(C)CC1)C(=O)NCc1ccco1 (configuration not stated)	-2	-5	-3	3	2	100	76	-4	93
CN(C)C(=O)CNC(=O)C1CCCCC1	-11	10	-8	10	11	101	95	0	103
CC(NC(=O)NC(N)=O)(C(F)(F)F)C(F)(F)F	0	18	-4	4	2	.	.	12	.
CC(=O)Nc1sc2c(c1C(N)=O)CCCC2	0	-10	-8	45*	0	99	101	10	96
O=c1cc(CSc2ccccn2)[nH]c(=O)[nH]1	14	12	-1	-4	-14	103	101	2	98
O=C1N(Nc2ccccc2)C(c2ccc(Br)cc2)C12CCCC2 (configuration not stated)	-4	-10	-11	-2	3	103	91	16	94
COC(=O)c1[nH]c2cc(OC)ccc2c1NC(=O)CCN1CCN(c2ccccc2)CC1	9	3	-4	0	-10	102	90	8	94
COC(=O)c1cn(Nc2ncc(C(F)(F)F)cc2Cl)c(=O)c2ccccc12	-12	-7	-5	-7	11	87	89	40*	100
Cc1cc(=O)oc2cc(OCC(=O)NCCc3nc4ccccc4[nH]3)ccc12	-4	22	-3	8	4	.	.	8	.
CC(C)(C)N(C(=O)Cn1nnc(-c2ccc(F)cc2)n1)C(C(=O)NC1CCCC1)c1ccncc1 (configuration not stated)	3	-20	-5	1	3	64	94	.	97
Cc1ccc(C)c(OCC(=O)Nc2cccc(C(=O)O)c2)c1C	11	-9	-3	-1	-11	87	93	11	109
Cc1cc(-c2ccccc2N)n[nH]1	5	11	-3	4	-6	84	99	5	94
CCOC(=O)CSc1nnc(CNC(=O)c2ccc(OC)c(OC)c2)n1C	0	-8	-5	-1	1	102	96	-10	100
O=C(CN1CCOCC1)c1c[nH]c2ccccc12	0	7	-6	9	3	94	87	20	97
CC(=O)N1CC=C2C(C#N)=C(N)C(C#N)(C#N)C(CCc3ccccc3)C2C1 (configuration not stated)	.	.	.	.	.	67	42	12	82

Continuation.
molecule	sEH act	S1P2 antag	S1P2 ag	LYP act	sEH inhibitor	HUVEC inhibit	H69AR growth 86K	PostGolgi ctrl	Fibroblast inh
CCOc1ncccc1C(=O)Oc1ccc2c(c1)OCO2	-1	-9	-4	-8	5	105	88	6	98
COCCCNc1ccnc2c(Cl)cccc12	.	.	.	.	.	88	70	-4	94
CCOC(=O)C1CCN(C(=O)Nc2ccc3c(c2)nc(C)n3C)CC1	3	-14	-6	14	-1	101	103	1	102
C=CCN1CCN(C(c2ccc(Cl)cc2)c2nnnn2CCc2ccc(OC)c(OC)c2)CC1 (configuration not stated)	-10	16	-1	8	10	99	96	7	104
Nc1c(C(=O)Nc2ccccc2)sc2nc(-c3ccco3)ccc12	10	9	-4	3	-8	90	65	7	90
O=C(NC(=S)Nc1ccc(N2CCCCC2)c(Cl)c1)c1ccc2c(c1)OCCO2	7	-28	-11	-5	-7	.	.	18	.
CCOC(=O)c1ccc(Oc2cc(C)nc(SC)n2)cc1	-5	-4	-2	0	6	62	22*	6	80
CCn1cc(C(=O)NCc2ccccc2OC)c(=O)c2cc(S(=O)(=O)N(C)C)ccc21	.	.	.	.	.	84	87	13	97
O=C(Cn1cnc2ccccc2c1=O)NCC(=O)N1CCN(Cc2ccc3c(c2)OCO3)CC1	.	.	.	.	.	98	85	0	91
O=S(=O)(NCc1ccccn1)c1cccc2nsnc12	2	-20	-5	-2	-3	109	88	1	104
Cc1cc(=O)oc2ccc(OCC(=O)NCc3ccco3)cc12	15	0	-1	2	-18	77	98	-2	97
O=C(NCCc1cccs1)C1CC(c2ccccc2[N+](=O)[O-])=NO1 (configuration not stated)	5	13	-3	0	-4	.	.	3	.
COc1cc(NC(=O)C(C)Oc2ccccc2)c(C(=O)O)cc1OC (configuration not stated)	2	-16	2	6	4	95	86	1	100
COc1ccc(CSc2nnnn2C)cc1[N+](=O)[O-]	23	12	-8	2	-22	.	.	4	.
CN(C)C(=O)c1cc(S(=O)(=O)N(C)C)c(Cl)cc1N1CCCC1	5	-10	-2	2	1	95	111	2	99

Additional entries follow.
molecule	sEH act	S1P2 antag	S1P2 ag	LYP act	sEH inhibitor	HUVEC inhibit	H69AR growth 86K	PostGolgi ctrl	Fibroblast inh
CN(C)CCCNC(=O)c1ccccn1	8	-6	-5	-3	-11	94	91	10	98
CC1Cc2ccccc2N1S(=O)(=O)c1cccc(C(=O)NC2CC2)c1 (configuration not stated)	.	.	.	.	.	103	73	5	97
CCSC1=C(C#N)C(c2cccc(OC)c2)CC(=O)N1 (configuration not stated)	-3	2	-3	-9	8	87	54	17	86
Clc1ccccc1CSc1nnc(-c2ccco2)c(-c2ccco2)n1	4	-5	-2	-2	-5	.	.	17	.
CC(=O)CC(c1ccccc1)S(=O)(=O)c1ccc(C)cc1 (configuration not stated)	-9	-4	-1	-4	11	.	.	0	.
COc1ccc(N(C(=O)c2ccco2)C(C(=O)NC2CCCC2)c2ccc(N(C)C)cc2)cc1 (configuration not stated)	11	-20	0	0	-10	93	77	7	90
O=C(CCn1nnc2ccccc21)Nc1nnc(COc2ccc(F)cc2)s1	-3	7	-7	-1	2	100	97	-7	94

Rewritten with values under each structure: 12 of the compounds above.
Under each structure – sEH act	S1P2 antag	S1P2 ag	LYP act	sEH inhibitor	HUVEC inhibit	H69AR growth 86K	PostGolgi ctrl	Fibroblast inh
O=C(NC(=S)Nc1ccc(N2CCCCC2)c(Cl)c1)c1ccc2c(c1)OCCO2
    7	-28	-11	-5	-7	.	.	18	.
CCOC(=O)c1ccc(Oc2cc(C)nc(SC)n2)cc1
    -5	-4	-2	0	6	62	22*	6	80
CCn1cc(C(=O)NCc2ccccc2OC)c(=O)c2cc(S(=O)(=O)N(C)C)ccc21
    .	.	.	.	.	84	87	13	97
O=C(Cn1cnc2ccccc2c1=O)NCC(=O)N1CCN(Cc2ccc3c(c2)OCO3)CC1
    .	.	.	.	.	98	85	0	91
O=S(=O)(NCc1ccccn1)c1cccc2nsnc12
    2	-20	-5	-2	-3	109	88	1	104
Cc1cc(=O)oc2ccc(OCC(=O)NCc3ccco3)cc12
    15	0	-1	2	-18	77	98	-2	97
O=C(NCCc1cccs1)C1CC(c2ccccc2[N+](=O)[O-])=NO1 (configuration not stated)
    5	13	-3	0	-4	.	.	3	.
COc1cc(NC(=O)C(C)Oc2ccccc2)c(C(=O)O)cc1OC (configuration not stated)
    2	-16	2	6	4	95	86	1	100
COc1ccc(CSc2nnnn2C)cc1[N+](=O)[O-]
    23	12	-8	2	-22	.	.	4	.
CN(C)C(=O)c1cc(S(=O)(=O)N(C)C)c(Cl)cc1N1CCCC1
    5	-10	-2	2	1	95	111	2	99
CN(C)CCCNC(=O)c1ccccn1
    8	-6	-5	-3	-11	94	91	10	98
CC1Cc2ccccc2N1S(=O)(=O)c1cccc(C(=O)NC2CC2)c1 (configuration not stated)
    .	.	.	.	.	103	73	5	97
